HCV inhibitor = qHTS Assay for Inhibitors of Hepatitis C Virus (HCV); Huh7.5.1 HCVcc-Cre infection, luciferase reporter, 44 h; AID 651820, 2012; Potency, µM (titrated, usually from 41.8 µM), inactives show at the highest dose activity change, negative = inhibition, actives largely listed as inhibitors; 340,000 compounds, 3.4% hits; further: potency means the concentration at half of the fitted maximal effect
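HCVcc-Cre virus at an moi near 0.5 was added right after compound to cells cultured 4 h from seeding (1,000 cells/well). Luciferase activity was determined 44 h later, 15 min after substrate addition at RT.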
AMA1-RON2 inh = qHTS for Inhibitors of AMA1-RON; Towards Development of Antimalarial Drug Lead: Primary Screen | Plasmodium falciparum AMA1 (3D7) - RON2 peptide interaction | AlphaScreen AMA1-biotinylated RON2 peptide binding | Potency, µM (top dose mostly 58.2 µM), for the others: at the top dose activity change, negative = inhibition, actives largely listed as inhibitors | 360,000 compounds, 0.2% hits;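 further: potency means the concentration at half of the fitted maximal effect; 0% = vehicle wells and -100% = peptide control; nearly all actives have a fitted effect of over 45% in size; some results filed as inactive show a strong effect at the top dose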
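AMA1 (3D7) with his tag at 25 nM final met compounds first, then biotinylated RON2 peptide at 25 nM; detection used donor plus acceptor beads, 10 µg/mL apiece, read by AlphaScreen after 30 min at room temperature.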
AmpC inh detg = qHTS Inhibitors of AmpC Beta-Lactamase (assay with detergent). 370,000 compounds, 0.041% hits. Potency, µM (doses to about 114 µM), for inactives: at the top dose activity change, negative = inhibition, actives largely listed as inhibitors. AID 485294, 2010. P00811. AmpC hydrolysis of nitrocefin, absorbance 480 nm, 0.01% Triton;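 further: potency means the concentration at half of the fitted maximal effect; 0% = no-compound wells and -100% = no-enzyme wells; nearly all actives have a fitted effect of over 25% in size; some results filed as inactive show a strong effect at the top dose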
Target sequence (P00811 whole entry, looked up): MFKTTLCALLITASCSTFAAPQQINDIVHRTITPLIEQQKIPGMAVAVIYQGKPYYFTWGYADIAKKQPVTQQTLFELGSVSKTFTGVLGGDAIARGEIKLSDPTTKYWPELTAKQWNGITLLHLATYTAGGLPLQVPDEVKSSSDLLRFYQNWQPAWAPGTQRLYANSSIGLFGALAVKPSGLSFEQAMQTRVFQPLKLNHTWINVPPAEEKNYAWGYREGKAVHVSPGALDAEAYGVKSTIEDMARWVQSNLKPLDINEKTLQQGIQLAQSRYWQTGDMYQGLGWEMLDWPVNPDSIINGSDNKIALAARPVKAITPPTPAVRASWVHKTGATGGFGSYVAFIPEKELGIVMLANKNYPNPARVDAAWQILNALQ
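20 mM phosphate pH 7.0 + 0.01% (detergent screen) or 0.0001% Triton X-100; 5.3 nM AmpC reagent; cpd preinc 15 min RT; nitrocefin (800 uM stock) to start; A480 q20 s × 4 min; Activity was normalised to no-enzyme and no-compound control wells.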
Sm TGR inh = qHTS Assay for the Inhibitors of Schistosoma Mansoni Peroxiredoxins; AID 485364, 2010; purified TGR, DTNB reduction, TNB absorbance 405 nm; Potency, µM (doses to about 114 µM), without a hit: top-dose activity change, negative = inhibition, usual class: inhibitors; 360,000 compounds, 3% hits; further: potency means the concentration at half of the fitted maximal effect; nearly all actives have a fitted effect of over 60% in size
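Kinetic colorimetric format: TGR-catalysed, NADPH-driven DTNB reduction monitored via TNB absorbance. Enzyme dispensed at 20 nM; compound exposure 15 min at room temperature before reaction start.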
Giardia FBPA inh = qHTS Assay for Inhibitors of Fructose-1,6-bisphosphate Aldolase from Giardia Lamblia | 290,000 compounds, 0.71% hits | A8B2U2 | purified Giardia FBPA | AID 2451, 2010 | Potency, µM (series often up to 59.6 µM), for inactives: at the highest dose activity, negative = inhibition, usual class: inhibitors; further: potency means the concentration at half of the fitted maximal effect; nearly all actives have a fitted effect of over 55% in size
Target sequence (A8B2U2 whole entry, looked up): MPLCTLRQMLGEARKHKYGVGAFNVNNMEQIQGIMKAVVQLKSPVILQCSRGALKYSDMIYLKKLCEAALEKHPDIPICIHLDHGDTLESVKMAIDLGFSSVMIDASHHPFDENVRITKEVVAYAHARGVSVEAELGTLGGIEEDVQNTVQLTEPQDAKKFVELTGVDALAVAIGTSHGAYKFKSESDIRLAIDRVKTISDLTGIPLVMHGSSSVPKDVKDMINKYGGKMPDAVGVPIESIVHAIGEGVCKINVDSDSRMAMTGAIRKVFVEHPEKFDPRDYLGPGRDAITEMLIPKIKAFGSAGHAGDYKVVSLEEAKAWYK
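Giardia FBPA (40 nM reagent) was preincubated 10 min at RT with compound (up to 57.5 uM final), then substrate plus GAPDH/TPI/NAD/arsenate coupling system with diaphorase/resazurin was added; resorufin fluorescence (525/598 nm) was read after 20 min.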
HCMV inh = qHTS Assay for inhibitors of the human cytomegalovirus (HCMV); HFF cells, HCMV-luciferase reporter, 72 h; hits give low values; activity change, negative = inhibition, % at 57.5 µM; 410,000 compounds, 4.5% hits; in the data active means activity change below about -60%; inconclusive means no clear call, values can overlap the other calls; inactive means above about -39%
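After 16 h attachment at 37C, HFF cells received test compound and HCMV-luciferase (1 PFU/cell); reporter luminescence read 72 h later, data normalized against buffer-only and known inhibitor Salinomycin.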
The depositor's hits bear a star; u = inconclusive; x = not tested or not shown; & = joins results of further samples; [ ] = remark or other dose. Unless noted, the call rests on the fitted dose curve; in most records, active means well fitted curve in the direction sought with a large enough effect; inconclusive means small, poorly fitted or top-dose-only effect, or another doubt; inactive means no such curve, though single readings can be large; an effect the other way counts as inactive or inconclusive. Unless noted, on the % scale 0 is the no-effect control and ±100 the full control effect. No enrichment for hits; overall some 9.3% were active at least once.

SMILES | AmpC inh detg | Giardia FBPA inh | HCV inhibitor | Sm TGR inh | HCMV inh | AMA1-RON2 inh
COc1ccc(CCC(=O)NNC(=O)c2ccc(OC)cc2)cc1 | -13% | -4% | -2% | -7% | 21 | 31%[activator]
COCCCNC(=S)N(Cc1ccccc1)Cc1ccccc1 | 0% | 3% | 11% | -23% | -26 | -3%
N/C(=N\OC(=O)c1ccc(F)cc1)c1cccc([N+](=O)[O-])c1 | u | -1% | 2% | -27% | 90 | -2%
COc1ccc(C2C=C(c3ccccc3)Nc3ncnn32)cc1 (centres undefined) | -10% | -7% | 2%&-5% | 32µM* | -37 | 8%
O=C(Nc1nnc(COc2ccc(F)cc2)s1)c1cccs1 | -7% | -1% | 4% | -1% | -14 | 3%
O=C(Cc1cccs1)Nc1nnc(Cc2ccccc2)s1 | -12% | -7% | -1% | -5% | -27 | -13%
Cc1ccc(C2=CC(c3cccs3)n3nnnc3N2)cc1 (centres undefined) | u | 0%[12.9 µM] | 14% | 6% | 154 | -6%
COC(=O)C1CC(O)CN1C(=O)Nc1ccccc1 (centres undefined) | 1% | 1% | 11% | 4% | 8 | 0%
COc1ccccc1CSc1ncc(-c2ccc([N+](=O)[O-])cc2)[nH]1 | 0% | -6% | u | 1% | u | u
O=C1NC(=S)N/C1=C\C=C\c1ccccc1 | 3% | -8% | 7% | -8% | 31 | -2%
Cn1c(=O)c2c(c3ccccc31)OC(=O)CC2c1ccccc1 (centres undefined) | 13% | x | x | 1% | 13 | x
CC(=O)Nc1ccc(C(=O)Nc2ccc3c(c2)OCO3)cc1 | -13% | -7% | 7% | 3% | 34 | 30%
COc1ccc(CCNC(=O)C(=O)NCC2OCCN2S(=O)(=O)c2ccc(F)cc2)cc1OC (centres undefined) | -9% | 0% | -28% | 10% | -27 | 28%
COc1ccc2c(c1)C1NC(=S)N[C@@](C)(O2)C1C(=O)Nc1ccccc1 (some centres undefined) | -7% | -6% | 31%[activator] | 0% | 44 | 1%
CCCn1c(N)c(C(=O)CSc2nnc(-c3ccoc3C)n2C)c(=O)n(C)c1=O | -17% | x | 9% | -12% | 5 | 8%
N#CC[C@H](Cc1ccccc1)N1CCN(CCc2ccccc2)CCC1=O | -18% | -3% | 21% | -21% | -18 | -3%
Cn1nc(C(=O)OCC(=O)Nc2cccc(S(=O)(=O)N3CCCC3)c2)c2ccccc2c1=O | 3% | 0% | 22% | 12% | -23 | -2%
O=C(Nc1ccc(F)cc1)c1ccc(-n2cncn2)c([N+](=O)[O-])c1 | -2% | u | -17% | -13% | -34 | 3%
Cc1ccc(Nc2cc(C)nn2-c2nc(C)cc(=O)[nH]2)cc1 | u | -28% | u | -1% | x | 52%[activator]
COc1ccc(Cl)cc1NC(=O)CN(C)C(=O)Cc1ccsc1 | u | x | -1% | 5% | -11 | 3%
O=C(Cc1ccc(Br)cc1)Nc1ccc(Cl)cc1 | -11% | -1% | -25% | -11% | 1 | 24%
O=[N+]([O-])c1ccc(N2CCNCC2)cc1NC1CC1 | -10% | 0% | x | -9% | x | x
Cc1ccc(NC(=O)c2cnccn2)cc1 | -3% | 7% | u | 0% | -21 | 18%
C=C(C)CNC(=S)N1CCNC(=O)C1CC(=O)OC (centres undefined) | -21% | -29% | 1% | -13% | 15 | -2%[2.32 µM]
CCS(=O)(=O)N1CCC(C(=O)NCCC(C)C)CC1 | 3% | x | x | -5% | -17 | x
CCC(=O)NCCNc1nc2cc(C)c(C)cc2cc1C#N | -11% | 4% | -25% | 16% | 63 | 18%
O=C(NCCc1ccc(Cl)cc1)C1CCN(S(=O)(=O)N2CCCCC2)CC1 | 3% | -2% | u | -15% | 23 | -4%
Cc1[nH]n(-c2ccccc2)c(=O)c1N=Nc1cccc(Cl)c1 | -9% | u | -9% | 16% | 119 | -13%
Cc1ccccc1C(=O)c1c[nH]c(C(=O)NCCc2ccccn2)c1 | u | 4% | -8% | 7% | 17 | 5%
COc1ccccc1CN1C(=S)SC(C)(C)C1NO (centres undefined) | -12% | -1% | 11% | 6% | u | 28%
COc1ccc(CC(=O)Nc2ccc3nc(C)sc3c2)cc1OC | -5% | 4% | 14% | 3% | u | 18%
Brc1ccc(OCCOCCN2CCOCC2)cc1 | 7% | 4% | 6% | -6% | -10 | 1%
Cc1ccc(C(=O)NCCCNCCCNC(=O)c2ccc(C)nc2)cn1 | -6% | 0% | 17% | -6% | 8 | 4%
Cc1n[nH]c(=O)nc1NCc1ccc(Cl)cc1 | u | 2% | 4% | 1% | 24 | 22%
CCc1c(C)nc(SCC(=O)N2CCN(c3ccccc3OC)CC2)[nH]c1=O | 5%&12% | 9% | -12% | -18%&5% | 23&8 | 1%
Cc1ccc(-n2c(=O)c(C#N)cc3c(=O)n4cccc(C)c4nc32)cc1 | -4% | -5% | 0% | 0% | 7 | 35%[activator]
C/C(CCC(C)C)=N\NC(=O)COc1ccccc1-c1ccccc1 | -8% | 2% | -5% | -1% | -90* | 18%
COc1cc(C(=O)NCc2ccco2)cc(OC)c1OC | u | 1% | 22% | -10% | 70 | -4%
CCOc1cc(Br)c(C(C)NC(=O)c2cccnc2)cc1OCC (centres undefined) | x | x | u | x | -11 | -9%
Cc1ccc2nc(-c3ccc(-c4ccccn4)s3)cn2c1 | -3% | u | u | -21% | 36 | -2%
O=C(COC(=O)CN=C1NS(=O)(=O)c2ccccc21)Nc1ccccc1OC(F)F | 4% | 2% | 4% | 7% | -36 | 11%
Cn1nnnc1SCCNCc1ccc(OCc2ccc(Cl)cc2)cc1 | 5% | x | x | 1% | 2 | x
Cc1cccc(N2CCN(C(=O)c3nn(C)c4c3CS(=O)(=O)c3ccccc3-4)CC2)c1C | 5%&15% | x | u | -3%&-8% | -31&-23 | 0%
COCCNC(=O)c1ccc2c(c1)N(Cc1cccc(Cl)c1)C(=O)c1ccccc1S2=O (centres undefined) | -6% | x | x | -3% | -20 | x
Cc1c(C(=O)O)cccc1-n1c(C)cc(/C=C(/C#N)C(=O)NCc2ccccc2)c1C | 1% | 13% | 1% | x | -1 | 12%
C[C@H](NC(=O)c1ccc(Cl)cc1)C(=O)NCCc1ccc(S(N)(=O)=O)cc1 | 1% | 3% | 0% | -1% | 11 | 6%
CCOC(=O)c1c(NC(=O)COc2ccc3ccc(=O)oc3c2)sc(C(=O)N(C)C)c1C | -5% | x | 0% | 0% | -22 | 4%
CCOC(=O)N1CCC(NS(=O)(=O)c2ccc(C)c(Cl)c2)CC1 | -13% | 6% | -16% | 11% | -36 | -17%
CC(C)(C)OC(=O)C[C@H]1C/C=C\C[C@@H](CC(=O)NCCO)C(=O)NC[C@H](c2ccccc2)OC1=O | x | x | 0% | x | -24 | -1%
Cc1ccc(Cl)cc1N1CCN(C(=O)CNC(=O)c2ccc(Br)o2)CC1 | 2% | x | u | -21% | -11 | -25%

The results go on:
SMILES | AmpC inh detg | Giardia FBPA inh | HCV inhibitor | Sm TGR inh | HCMV inh | AMA1-RON2 inh
CN(C)c1cccc(O)c1 | -9% | x | 32%[activator] | -33% | 11 | 16%
O=S(=O)(c1cccc(NC(=S)N2CCN(c3ccc(F)cc3)CC2)c1)C(F)F | u | -6% | u | -6% | -18 | 9%
CCCCNCC(=O)Nc1sc(C)c(C)c1C(=O)OCC | -8% | 4% | 11µM* | -8% | 0 | 49%[activator]
CCOc1ccc2c(c1)C(=O)C(=O)N2CC1COc2ccccc2O1 (centres undefined) | -1% | 7% | -30% | 0% | -65* | -17%
CCOc1ccccc1NS(=O)(=O)c1ccc2c(c1)NC(=O)CCS2 | 3% | x | 19% | -4% | -4 | 59%[activator]
Cc1c(C(=O)O)oc2ccc(S(=O)(=O)N3CCCC3)cc12 | 0% | 15% | 17% | 0% | -36 | -3%
CCCCN1C(=O)/C(=c2\sc3nc(=O)c(-c4ccccc4)nn3c2=O)c2ccccc21 | 2% | -2% | 19% | -24% | -29 | 26%
O=C(NN1C(=O)/C(=C/C=C/c2ccco2)SC1=S)c1ccncc1 | u | 7.1µM* | -3% | 3.2µM* | u | 5.6µM*
Cc1cc(C)nc(-n2nc(C)cc2NC(=O)c2cccc(S(=O)(=O)N(C)C)c2)n1 | u | 0% | -15% | 7% | x | 4%
Cc1ccc2[nH]c(=O)c(CN(CCCN(C)C)C(=O)Nc3ccc(Cl)cc3)cc2c1 | 3% | 3% | 10µM* | -5% | 0 | 2%
CC(C)Oc1ccc(CNC(=O)c2ccc(Cn3c(=O)c4cccn4c4cccnc43)cc2)cc1 | -1% | x | x | 0% | -17 | x
Cc1ccc(S(=O)(=O)N2CCN(C(=O)COC(=O)c3ccc(O)cc3)CC2)c(C)c1 | -14% | x | -15% | -13% | 12 | 14%
CCCOc1ccc(C(=O)NNC(=O)CCNC(=O)c2ccco2)cc1OC | 0% | x | 13% | -9% | -22 | -7%
CCOC(=O)Nc1ccc([N+](=O)[O-])cc1OC | x | x | -7% | x | 21 | -12%
c1ccc(CN2CCN(c3cnc4ccccc4n3)CC2)cc1 | -1% | -2% | u | 7% | 24 | 17%
O=C(Nc1ccccn1)c1ccc(C(=O)c2ccccc2)cc1 | u | x | -21% | 2% | 50 | -2%
COc1ccc(-n2c(/C=C3\C(=O)N(C)c4ccccc43)nc3ccccc3c2=O)cc1 | 5% | -3% | -14% | 31% | -19 | -4%
Cn1nc(C(F)(F)F)c(CN2CC(C)(C)C2=O)c1N1CCOCC1 | 12% | 1% | 9% | 8% | -22 | 13%
O=C1CC(=O)Nc2cc(S(=O)(=O)N3CCN(c4ccc([N+](=O)[O-])cc4)CC3)ccc2N1 | 1% | 16% | -3% | 11µM* | -1 | -15%
Cc1ccc(S(=O)(=O)NCC(=O)N(CC(=O)NCC2CCCO2)Cc2ccccc2)cc1 (centres undefined) | u | 3% | u | -28% | -21 | -7%
COCc1c(C(=O)N2CCN(c3ncccn3)CC2)oc2ccccc12 | u | x | -17% | -26% | -9 | -8%
O=C(Cc1ccccc1F)OCC(=O)N1CCc2ccccc21 | 4% | -1% | 7% | 11% | 12 | 5%
CCN1CCN(c2ccc(S(=O)(=O)N3CCCCC3)cc2NC(=O)/C=C/c2ccc([N+](=O)[O-])cc2)CC1 | -8% | x | u | 6% | -19 | -26%
N#Cc1ccc(C(=O)Nc2nc(SCc3ccc(Cl)cc3)n[nH]2)cc1 | -8% | 9% | -17% | 6% | -22 | 91%[activator]
CC(C)c1ccc(OCC(=O)NC(C)c2ccccc2)cc1 (centres undefined) | -5% | 7% | 5% | -3% | 4 | 5%
CCN(CC1CCCO1)C(=O)CCc1nnc(CCc2ccc(OC)cc2)o1 (centres undefined) | 0% | 0% | 9% | 1% | 15 | -7%
